p53ts 32C tox: qHTS Screen for Compounds that Selectively Target Cancer Cells with p53 Mutations: Cytotoxicity of p53ts Cells at the Permissive Temperature | AID 924, 2007 | H1299-p53A138V at 32C, ATP luminescence viability, 24 h | 130,000 tested, 0.93% active | Potency, µM (titrated, usually from 46.1 µM), inactives show at the highest dose activity change, negative = cytotoxicity, hits mostly cytotoxic;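 note: 0% = DMSO and -100% = full killing by reference compound; nearly all actives have a fitted effect of over 55% in size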
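ATP-content luminescence (ATPlite) read-out after 24 h compound exposure at 32C in H1299-p53A138V cells (600/well). Tested up to 46 uM. Normalized to DMSO (0%) and 100 uM tamoxifen (100% killing); Hill-fit AC50.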
p53ts 39C tox: qHTS Screen for Compounds that Selectively Target Cancer Cells with p53 Mutations: Cytotoxicity of p53ts Cells at the Nonpermissive Temperature; H1299-p53A138V viability at 39C, ATP luminescence, 24 h; Potency, µM (series often up to 46.1 µM), inactives show top-dose activity change, negative = cell killing, usual class: cytotoxic; 130,000 tested, 1.5% active; note: nearly all actives have a fitted effect of over 55% in size
Peg3 imprint: qHTS Assay for Compounds that Induce Erasure of Genomic Imprints; mouse ES Peg3-LacZ reporter, beta-gal luminescence, 40 h; Potency, µM (doses to about 60.7 µM), for the others: at the highest dose activity change, positive = activation, actives largely listed as activators; 110,000 tested, 0.02% active; AID 1948, 2009;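 note: 0% = negative control wells on the plate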
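Each well holds 300 Peg3LacZ-Neo (maternal) female ES cells incubated 40 h at 37C, 5% CO2. LacZ is measured by BetaGlo luminescence, with AC50 and maximum efficacy derived from dose-response curves.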
IkB signaling: IkB Signaling; Potency, µM (series often up to 57.1 µM), inactives show top-dose IkBa stabilization activation; ABC-DLBCL IkBa-CBG/CBR dual luciferase ratio, 4 h; response scale: scaled: untreated 0%, proteasome inhibitor 100%; 110,000 tested, 0.04% active; active = well fitted curve in the direction sought with a large enough effect in the signal ratio, not every such curve was filed as active; inconclusive = small, poorly fitted or top-dose-only effect, or a change in a side signal; the % refers to the signal ratio;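 note: the direction sought is a rising ratio; 0% = basal untreated cells and 100% = reference inhibitor full response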
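Luminescence ratio of IκBα-fused green versus native red beetle luciferase in OCI-Ly3 cells, 4 h post-doxycycline with compound; red signal alone, scaled from basal (0%) to zero light (-100%), flagged nonspecific or cytotoxic effects.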
Starred values were filed as active, the others as inactive; ? = inconclusive; / = no result given; & = joins results of further samples; [ ] = dose if it differs, or a comment. Unless noted, calls come from the whole dose curve; as a rule, active = well fitted curve in the direction sought with a large enough effect; inconclusive = small, poorly fitted or top-dose-only effect, or another doubt; inactive = no such curve, though single readings can be large; an effect the other way counts as inactive or inconclusive. Unless noted, % is set by controls: 0 for no effect and ±100 for the full control effect; potency is the fitted concentration of half-maximal effect.

SMILES	p53ts 32C tox	p53ts 39C tox	Peg3 imprint	IkB signaling
O=C(O)CCCNS(=O)(=O)c1ccc(F)cc1	-4%	7%	-1%	0.0%
Cn1c(=O)n(C)c2cc(NS(=O)(=O)c3ccc(Cl)cc3)c(NCc3ccccc3)cc21	-29%	?	-9%[10.9 µM]	19%
COC(=O)c1sccc1NC(=O)CCC1CCCCC1	-6%	-9%	/	/
Cc1ccccc1CS(=O)(=O)Cc1ccc(C(=O)NCc2ccco2)o1	-9%	-7%	-8%	-1.3%
CC(CN1CCOCC1)(NS(=O)(=O)c1ccccc1)c1ccccc1 (configuration not stated)	1%	1%	-2%	0.5%
OC(C#CCN1CCOCC1)(c1ccccc1)C1CC1 (configuration not stated)	6%	2%	4%	3.3%
CCc1nn(CC(=O)N2CCN(c3ccc(Cl)cc3)CC2)c(=O)c2cc3occc3n12	-1%	-6%	14%[10.9 µM]	?
COc1cccc(CNC(=O)c2cc(Sc3cccc(Cl)c3)nc3ccccc23)c1	12%	-20%	-4%[10.9 µM]	-1.9%
CCOC(=O)COc1c(Br)cc(C2NC(=O)NC(C)=C2C(C)=O)cc1OC (configuration not stated)	4%	5%	/	/
CCOc1ccc2nc(NC(=O)c3ccc(OCC4CCCO4)cc3)sc2c1 (configuration not stated)	-23%	?	/	/

Arranged by value in Peg3 imprint (descending): some entries from above
structure,Peg3 imprint
OC(C#CCN1CCOCC1)(c1ccccc1)C1CC1 (configuration not stated),4%
O=C(O)CCCNS(=O)(=O)c1ccc(F)cc1,-1%
Cc1ccccc1CS(=O)(=O)Cc1ccc(C(=O)NCc2ccco2)o1,-8%

Other records.
SMILES	p53ts 32C tox	p53ts 39C tox	Peg3 imprint	IkB signaling
CCC(=O)NC(Nc1ncc(C)s1)(C(=O)OC)C(F)(F)F (configuration not stated)	17%	0%	/	/
Cc1cccc(C)c1Nc1c(-c2ccccn2)nc2c(C)cccn12	-2%	10%	-10%[10.9 µM]	?
COc1ccc2ccccc2c1/C=C\C(=O)c1ccccc1	-6%[9.22 µM]	-6%[9.22 µM]	-5%[10.9 µM]	?
CCOC(=O)N1CCN(c2c(-c3ccccc3)c3cc(Cl)ccc3[nH]c2=O)CC1	2%	7%	-9%	0.9%
COc1cc2c(cc1OC)C(COc1cc(C)cc(C)c1)N(C(=O)COc1ccccc1)CC2 (configuration not stated)	11%	-22%	-17%[10.9 µM]	?
Cc1c[n+]([O-])n(-c2ccc(C(=O)O)cc2)n1	9%	7%	-12%	-1.5%
CCOC(=O)C1=C(C)NC(=O)NC1c1ccc(F)cc1 (configuration not stated)	-8%	11%	8%	1.7%
CC(=O)c1ccc(NC(=O)c2ccc(S(=O)(=O)N3CCCC3)cc2)cc1	-3%	-5%	-11%	1.5%
Cc1cc(N2CCN(C)CC2)n2nc(-c3ccc(Cl)cc3)nc2n1	-11%[9.22 µM]	4%[9.22 µM]	-7%[10.9 µM]	-1.6%[11.4 µM]
Cc1ccc(S(=O)(=O)N2CCC(C(=O)Nc3cc(C)ccc3C)CC2)cc1	1%	2%	-8%[10.9 µM]	?

Four entries from above, with values under each structure.
Results follow in this order: p53ts 32C tox	p53ts 39C tox	Peg3 imprint	IkB signaling
COc1ccc2ccccc2c1/C=C\C(=O)c1ccccc1
    -6%[9.22 µM]	-6%[9.22 µM]	-5%[10.9 µM]	?
CCOC(=O)N1CCN(c2c(-c3ccccc3)c3cc(Cl)ccc3[nH]c2=O)CC1
    2%	7%	-9%	0.9%
CCOC(=O)C1=C(C)NC(=O)NC1c1ccc(F)cc1 (configuration not stated)
    -8%	11%	8%	1.7%
CC(=O)c1ccc(NC(=O)c2ccc(S(=O)(=O)N3CCCC3)cc2)cc1
    -3%	-5%	-11%	1.5%

Four records drawn at random from the list so far, as already listed:
SMILES	p53ts 32C tox	p53ts 39C tox	Peg3 imprint	IkB signaling
CCOC(=O)C1=C(C)NC(=O)NC1c1ccc(F)cc1 (configuration not stated)	-8%	11%	8%	1.7%
Cc1c[n+]([O-])n(-c2ccc(C(=O)O)cc2)n1	9%	7%	-12%	-1.5%
COc1ccc2ccccc2c1/C=C\C(=O)c1ccccc1	-6%[9.22 µM]	-6%[9.22 µM]	-5%[10.9 µM]	?
Cc1cccc(C)c1Nc1c(-c2ccccn2)nc2c(C)cccn12	-2%	10%	-10%[10.9 µM]	?

Additional entries
SMILES	p53ts 32C tox	p53ts 39C tox	Peg3 imprint	IkB signaling
CCC(C)(C)n1nnnc1C(c1cc2cc(C)ccc2[nH]c1=O)N1CCCC1 (configuration not stated)	2%	-5%	-7%	0.3%
COc1cccc(CSc2nnc(-c3ccco3)n2C)c1	-12%	-2%	-30%	0.3%
CC1=C(C(=O)NCc2ccc(Cl)cc2)C2(CCC(C)CC2)OC1=O (configuration not stated)	-7%	-19%	-6%[10.9 µM]	?
Cc1ccc(S(=O)(=O)CCSc2nc(C)cc(C)c2C#N)cc1	12%	1%	-23%	?
CC1CCCCC1NC(=O)Cn1cnc2ccccc2c1=O (configuration not stated)	3%	1%	12%	-0.5%
COc1ccccc1-c1nnc(C2CCN(C(=O)c3cccc(Cl)c3)CC2)o1	2%	-1%	-9%[10.9 µM]	?
COc1ccccc1-c1noc(-c2ccc(NCC3CCCO3)c([N+](=O)[O-])c2)n1 (configuration not stated)	-4%	-25%	-9%[10.9 µM]	1.2%
CO[C@H]1COC(=O)C/C=C\[C@H](C)[C@H](OC)COC(=O)[C@@H](C)NC(=O)C/C=C\[C@@H]1C	4%[9.22 µM]	5%[9.22 µM]	/	/
COc1cc2[nH]c(=O)n(Cc3ccc(C(=O)N4CCN(c5cc(Cl)ccc5C)CC4)cc3)c(=O)c2cc1OC	15%	10%	?	?
CCOc1ccc(CNC(=O)CC(C)n2nc(C)cc2C)cc1OC (configuration not stated)	-1%	-6%	-8%[10.9 µM]	-1.9%
CCCCN(CCCC)S(=O)(=O)c1ccc(C(=O)Nc2sc3c(c2C(N)=O)CCN(CC)C3)cc1	-14%	-27%	-9%[10.9 µM]	-2.1%
COc1ccc(CCC(=O)Nc2ccc(Br)cn2)cc1	-1%	-2%	-19%	-4.9%
COc1ccc(N2CCN(CCNC(=O)c3nnc(Cc4c(F)cccc4Cl)o3)CC2)cc1	6%	8%	-12%	0.4%
COc1cccc(CSc2nc3n(n2)C(c2ccc(C(=O)O)cc2)C(C(=O)Nc2ccccc2)=C(C)N3)c1 (configuration not stated)	8%	-24%	-5%[10.9 µM]	?
Cc1ccc(-n2c(N)c(C(=O)N3CCN(C)CC3)sc2=S)cc1	3%	1%	-20%	-1.7%
Cc1nn(Cc2ccc(F)cc2)c(C)c1NC(=O)c1noc2c1CCc1ccccc1-2	12%	-11%	-7%[10.9 µM]	?
Cc1ccc2c(c1)N(C(=O)N1CCC(C(=O)NCc3cccc(Br)c3)CC1)CCO2	5%	?	-19%[10.9 µM]	?
CCOc1cccc(C(=O)c2ccc(O)c(O)c2O)c1	0%	-6%	-29%	/
CCC/C=C(\CCC)C(NC(=O)c1ccc(C(F)(F)F)cc1)c1ccccc1 (configuration not stated)	-3%	5%	-19%	/
CC1CCN(C(=O)Cn2c(=O)oc3ccccc32)CC1	9%	-8%	3%	1.0%
COc1cccc(CNCCSc2nnnn2C)c1OCc1ccccc1F	-6%	5%	-5%[10.9 µM]	0.0%
Cc1ccc(-c2ccc(CCC(=O)O)n2Cc2ccco2)cc1	3%	-5%	-19%	-3.0%
Cc1nc(-c2ccc(S(=O)(=O)N3CCN(c4cccc(Cl)c4)CC3)cc2)co1	-1%	-20%	-7%[10.9 µM]	?
CCN(c1ccc(Cl)cc1)S(=O)(=O)c1nnc(NC(=O)C2CCCCC2)s1	-3%	-4%	-9%[10.9 µM]	-2.9%
COc1ccccc1NC(=O)C(Cc1ccccc1)NS(=O)(=O)c1cccc2nsnc12 (configuration not stated)	-4%	21%	4%[10.9 µM]	?
CCOc1ccccc1NC(=O)Cn1nnc2sc3c(c2c1=O)CCC(C(C)(C)C)C3 (configuration not stated)	8%	5%	-15%[10.9 µM]	?
Cc1cc(C)n(C(=O)COc2c(C)cccc2C)n1	1%	3%	3%	1.2%
CC1CCn2c(nc3cc(C(=O)NCc4ccccc4)ccc32)C1 (configuration not stated)	-24%	-11%	-2%[10.9 µM]	1.8%
CS(=O)(=O)N(CC(=O)O)c1ccccc1	3%	-1%	/	/
O=C(NCc1nc2ccccc2[nH]1)c1ccc(S(=O)(=O)N2CCOCC2)cc1	0%	-5%	7%	-0.8%
CCOc1ccc(NC(=O)CN2C(=O)CCSc3ccc(S(=O)(=O)N4CCCC4)cc32)cc1	0%	-23%	-7%[10.9 µM]	1.2%
N=C(N)SCc1nc(-c2ccc(Cl)cc2)no1	2%[9.22 µM]	-14%[9.22 µM]	-15%[10.9 µM]	14%[11.4 µM]
N#C/C(=C\c1ccc(OCc2ccc(Cl)cc2Cl)cc1)c1nc2ccccc2[nH]1	12%	-11%	-8%[10.9 µM]	?
CCOC(=O)c1cc(S(=O)(=O)N2CCN(c3ccccc3OC)CC2)[nH]n1	-2%	-13%	-3%[10.9 µM]	3.8%
CCOC(=O)c1c(N)n(-c2ccc(C)c(C)c2)c2nc3ccccc3nc12	-8%	10%	-13%[10.9 µM]	-1.2%
CN(Cc1nc(-c2ccncc2)no1)S(=O)(=O)c1ccc(Cl)cc1	-1%	8%	-14%	3.4%
CCN(c1ccc(Cl)cc1)S(=O)(=O)c1nnc(NC(=O)c2ccco2)s1	0%	-3%	-14%[10.9 µM]	2.7%
O=C(O)c1ccc(CNc2ccccc2C(=O)O)cc1	10%	24%	4%	9.2%
O=C(COc1ccc(Cl)cc1)NCc1nnc(SCC(=O)Nc2ccccc2)o1	20%	8%	4%	1.6%
COC(=O)C1C(O)CC[C@@H]2CN3CCc4c([nH]c5ccccc45)C3C[C@@H]12 (some centres not stated)	3%&-7%	7%&1%	11%&-14%	/
CCOc1ccc(CC(=O)Nc2c(C(=O)c3ccccc3)oc3ccc(Cl)cc23)cc1OCC	8%	13%	15%[10.9 µM]	0.7%
Cc1ccc(NC(=O)C2CCCN(c3nnc(C)c4c(C)n(-c5ccccc5)nc34)C2)cc1Cl (configuration not stated)	?	?	?	-4.5%
CCOC(=O)c1cc(-c2ccccc2)n(CCCC(=O)Nc2cccc(C)c2)c1C	6%	1%	-11%[10.9 µM]	?
O=C(C1CCCCC1)N1CCN(c2ncccn2)CC1	-7%	9%	-6%	0.2%
CC(=O)O[C@H]1C2=C(C(=O)[C@H]3O[C@@H]31)[C@@H]1[C@@H]3[C@@H](C)OC=C4[C@H](O)[C@H]5O[C@@H]5C(=O)[C@]43C2O[C@H]1C	6%[9.22 µM]	-3%[9.22 µM]	/	/
Cc1ccc(-n2ncc3c(N(CCO)Cc4ccccc4)ncnc32)cc1	-17%	?	-10%[10.9 µM]	-1.9%
CCOC(=O)c1[nH]c(C)c(C(=O)Nc2ccc3c(c2)CCC3)c1C	-6%	-11%	-12%	-2.1%
CCOC(=O)c1cc2c(=O)n3ccccc3nc2n(CC(C)C)c1=NC(=O)C(C)Oc1ccccc1 (configuration not stated)	7%	-5%	-18%[10.9 µM]	2.2%
CN(Cc1cc2ccccc2[nH]c1=O)S(=O)(=O)c1ccccc1	5%	9%	-14%	0.0%
CCCc1nc2nc(C)c(NS(=O)(=O)c3ccc(F)cc3)c(=O)n2[nH]1	-7%	9%	-7%[10.9 µM]	5.9%

Later entries.
SMILES	p53ts 32C tox	p53ts 39C tox	Peg3 imprint	IkB signaling
O=C(CCN1CCN(CC(=O)Nc2ccccc2Cl)CC1)Nc1ccccc1F	-3%	0%	-16%	-0.8%
CCCC(=O)Nc1nnc(CC(=O)OCC)s1	1%	-5%	-8%	-3.0%
N#Cc1nc(-c2ccc(OCc3ccc(Cl)cc3)cc2)oc1NCc1cccnc1	1%	-10%	-8%	-2.0%
C[C@H]1C[C@@H]2[C@@H]([C@@H](O)C[C@@]3(C)[C@H]2CC[C@]3(O)C(=O)CO)[C@@]2(C)C=CC(=O)C=C12	-5%[20.6 µM]	12%[20.6 µM]	6%[16.8 µM]	?

Compound activity (PubChem BioAssay)
